Screening data deposited in PubChem BioAssay by several laboratories.
MMP13 inh: blocks human MMP13 activity; P45452; MMP-13 fTHP FRET cleavage, Mca fluorescence; inhibition, % at 4 µM; 65,000 compounds, 0.07% hits;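 active = inhibition above the mean of compound-free control plate wells plus 3 SD, cut at about 14% in these data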;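 also: 0% = DMSO wells and 100% = wells with reference MMP-13 inhibitor after basal subtraction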
Her2 expr inh: inhibitors of human Her2 kinase expression; P04626; SKBR-3 HER2 protein level, AlphaScreen, 18-24 h; stronger effect = lower value; HER2 level % of control, % at 10 µM; 65,000 compounds, 0.69% hits; AID 645;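 active = HER2 level under 5% of the carrier-only control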;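 also: 100% = DMSO carrier and 0% = 500 nM PU-H71 HSP90 inhibitor; lower value means stronger loss of Her2 protein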
5HT1E ag: activates the human 5-HT1E serotonin receptor. P28566. 65,000 compounds, 0.69% hits. CHO 5-HT1E Ga15 NFAT-bla reporter, FRET; 0% DMSO wells, 100% control agonist wells. activation, % at 6 µM. AID 574;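 active = activation above a set limit, the screen-wide mean activation plus 3 SD, cut at about 8.5% in these data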;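 also: 100% = positive control agonist at 1 µM giving full maximal response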
Target sequence (P28566 whole entry, looked up): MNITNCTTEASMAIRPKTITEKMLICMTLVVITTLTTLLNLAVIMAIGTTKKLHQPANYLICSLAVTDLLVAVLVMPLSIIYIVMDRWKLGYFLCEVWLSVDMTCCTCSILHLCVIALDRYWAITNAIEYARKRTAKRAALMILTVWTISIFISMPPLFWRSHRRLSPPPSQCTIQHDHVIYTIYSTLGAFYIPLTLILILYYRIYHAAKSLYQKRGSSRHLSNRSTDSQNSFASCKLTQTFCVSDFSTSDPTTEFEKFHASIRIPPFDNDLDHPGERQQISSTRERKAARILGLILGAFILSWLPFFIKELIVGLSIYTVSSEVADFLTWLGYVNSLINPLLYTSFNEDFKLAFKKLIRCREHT
Autofluor 339: intrinsic fluorescence of library compounds, ex339/em460 – biochemical, MLSMR library, data from DPM-DC assay, artefact control, profiling panel; compound autofluorescence, ex339/em460 nm, NADH buffer; stronger effect = higher value; 1 = no-compound wells, NADH background; fluorescence fold increase at 10 µM; 65,000 compounds, 5.5% hits;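 active = at 10 µM, mean starting fluorescence two-fold or more over control wells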;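 also: signal is the first read of a kinetic run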
S1P3 agonist: agonists of human S1P3 receptor; Q99500; S1P3 NFAT-BLA reporter cells, agonism, FRET ratio; relative to 1 µM S1P, basal subtracted; activation, % at 4.5 µM; 60,000 compounds, 0.1% hits; AID 373;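 active = activation above the screen-wide mean plus 3 SD, cut at about 4.5% in these data, passing the limit was not always enough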; also: some compounds called inactive have numbers as strong as hits
Target sequence (Q99500 whole entry, looked up): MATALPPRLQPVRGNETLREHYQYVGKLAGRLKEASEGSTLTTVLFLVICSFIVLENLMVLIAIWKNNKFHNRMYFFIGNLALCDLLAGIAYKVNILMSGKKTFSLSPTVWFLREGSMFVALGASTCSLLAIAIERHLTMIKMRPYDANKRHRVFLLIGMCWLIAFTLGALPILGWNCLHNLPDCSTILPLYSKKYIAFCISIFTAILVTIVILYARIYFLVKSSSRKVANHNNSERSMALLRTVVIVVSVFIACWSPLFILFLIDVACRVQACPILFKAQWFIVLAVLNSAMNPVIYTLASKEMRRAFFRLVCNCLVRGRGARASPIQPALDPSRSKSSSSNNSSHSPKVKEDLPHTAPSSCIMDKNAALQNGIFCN
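Measure – % activation relative to 1 µM S1P (100%), per plate · System – stable CHO line with human S1P3, Gα16, NFAT-BLA reporter · Timing – cells plated overnight, compound 4 h 37 °C, substrate 2 h RT · Technique – fluorescent BLA substrate, ex 405 nm, em 460/535 nm ratio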
S1P1 ag-PAM: agonists and agonism potentiators of human S1P1 receptor; P21453; S1P1 CRE-bla cells, forskolin, beta-lactamase FRET, potentiator mode; S1P1 agonist co-added at EC20, 2 nM; 100% = saturating reference agonist, 0% = basal; activation, % at 9.5 µM; 56,000 compounds, 0.57% hits; AID 449;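 active = activation above a cutoff set at the mean activation of all tested compounds plus 3 SD, cut at about 54% in these data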;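 also: forskolin at 4 µM as EC80 and the EC20 agonist is SEW2871; 100% = SEW2871 at its EC100 plus forskolin at EC80; some compounds past the cut are filed as inactive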
Abs 340nm: compound absorbs light at 340 nm. compound absorbance at 340 nm, fold over control. fold change at 10 µM. 65,000 tested, under 10 active. AID 708;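 active = at 10 µM dose, initial 340 nm absorbance at least 2 fold that of control wells; inactive = change under 2 fold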;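 also: initial absorbance extrapolated from kinetic A340 decline of NADH oxidation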
5-HT1A blocker: blocks the human serotonin 5-HT1a receptor | P08908 | CHO 5-HT1a Ga15 NFAT-bla reporter, antagonist mode | inhibition, % at 10 µM | 62,000 compounds, 0.68% hits | AID 612;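 active = inhibition above the mean of all tested compounds plus 3 SD, cut at about 43% in these data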;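 also: receptor stimulated by 5-CT agonist at 100 nM near EC80; beta-lactamase reporter measured by ratiometric fluorescence of a cleavable substrate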
HTR1E antagonist: 5-HT1E (human) receptor antagonism. P28566. CHO 5-HT1E Ga15 NFAT-bla reporter, FRET, antagonist. inhibition, % at 6 µM. 65,000 compounds, 0.99% hits;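 active = inhibition above a set limit, the mean inhibition across every tested compound plus 3 SD, cut at about 29% in these data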;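 also: signal is the 460 over 535 nm emission ratio of beta-lactamase substrate; 0% = agonist plus DMSO wells and 100% = wells without agonist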
An asterisk follows results filed as active; / = no result given; [ ] = another dose, or the depositor's remark.

SMILES	MMP13 inh	Her2 expr inh	5HT1E ag	Autofluor 339	S1P3 agonist	S1P1 ag-PAM	Abs 340nm	5-HT1A blocker	HTR1E antagonist
CC1CCC(NC(=O)CN2C(=O)C3CCCN3c3ncc(Cl)cc32)CC1 (configuration not stated)	-6	89	-0.8	2.3*	-1.2	26	1.1	31	14
Cc1csc(=NC(=O)c2ccccc2)n1Cc1ccco1	3	114	-1.7	1.4	/	/	1.1	22	5
CCOC(=O)c1c(C)[nH]c(C(=O)COc2ccc3c(c2)OCO3)c1C	4	/	0.5	1.1	/	/	1	17	-2
CCOC(=O)c1nnn(-c2nonc2N)c1-c1cccc2ccccc12	-6	68	-0.2	1.3	0.1	17	1	19	22
CC1(C)CC(=O)C=C(NCCO)C1	-6	96	-0.6	1	-1.1	-11	0.93	/	-8
CCOC(=O)c1oc2ccccc2c1NC(=O)COc1ccc(F)cc1	-4	93	-0.3	3.9*	0.6	2	1.1	-4	6
NC(=O)CSc1nc2ccccc2n1-c1ccccc1	2	110	0.4	1	-0.2	-29	1	-2	-10
CC(Oc1ccc(Cl)cc1Cl)C(=O)Nc1ccc2oc(-c3ccncc3)nc2c1 (configuration not stated)	-44[fluorescence artefact?]	61	0.3	3.8*	-1.0	5	1	-12	-15
Cc1ccc2occ(CN3CCN(c4ccccc4)CC3)c(=O)c2c1	-8	92	7.3	0.99	0.4	-6	0.98	0	-11
NC(=O)c1cc(Br)cc2c3c([nH]c12)CCCC3	-1	31	1.1	1.1	0.0	25	1	-13	6
CCOC(=O)c1c(NC(=O)CSc2nnc(CNc3ccc(F)cc3)o2)sc(C)c1C	6	145	-0.4	1.2	-0.7	-4	1	-1	-11
Cc1c(C(=O)N2CC(C)OC(C)C2)oc2ccccc12 (configuration not stated)	2	216	0.0	1	0.2	-6	1	1	-9
CCCCN(C(=O)CCC(=O)O)C1CC(=O)N(c2ccc(OCCC)cc2)C1=O (configuration not stated)	-1	120	-0.8	1	-3.0	-1	0.93	/	1
COc1cc(NC(=O)c2cccs2)c(OC)cc1NC(=O)CCn1nnc2ccccc21	3	82	-0.5	1.1	0.4	1	1	-6	-3
CCCCCn1c(=O)[nH]c2cc(C(=O)NCCCN3CCC(C)CC3)ccc2c1=O	-17	100	-0.1	1.5	/	/	1	0	-1
O=C(CSCC(=O)N1CCCCC1)Nc1nc(-c2cccs2)cs1	5	94	-0.7	1.1	-0.4	60	1	0	5
CC(=O)C(Sc1nc(-c2ccco2)nc2c1c(=O)n(C)c(=O)n2C)C(=O)N(C)C (configuration not stated)	-9	83	-0.5	2.2*	0.1	3	1.1	-11	8
CCOC(=O)C1CCN(C(c2cccc(OC)c2)c2sc3nc(C)nn3c2O)CC1 (configuration not stated)	-2	87	-0.4	1	-0.3	-5	1	8	-2
Nc1nonc1-c1noc(CCCOc2ccc(Cl)cc2Cl)n1	2	93	-0.9	1.1	0.2	44	0.99	5	18
CCN1CCN(c2cc(C)c3cc(NC(=O)c4ccc(Br)o4)ccc3n2)CC1	1	112	0.1	1.1	/	/	1.1	12	2

Shown as a hit in Autofluor 339, of those listed so far:
SMILES	MMP13 inh	Her2 expr inh	5HT1E ag	Autofluor 339	S1P3 agonist	S1P1 ag-PAM	Abs 340nm	5-HT1A blocker	HTR1E antagonist
CC1CCC(NC(=O)CN2C(=O)C3CCCN3c3ncc(Cl)cc32)CC1 (configuration not stated)	-6	89	-0.8	2.3*	-1.2	26	1.1	31	14
CCOC(=O)c1oc2ccccc2c1NC(=O)COc1ccc(F)cc1	-4	93	-0.3	3.9*	0.6	2	1.1	-4	6
CC(Oc1ccc(Cl)cc1Cl)C(=O)Nc1ccc2oc(-c3ccncc3)nc2c1 (configuration not stated)	-44[fluorescence artefact?]	61	0.3	3.8*	-1.0	5	1	-12	-15
CC(=O)C(Sc1nc(-c2ccco2)nc2c1c(=O)n(C)c(=O)n2C)C(=O)N(C)C (configuration not stated)	-9	83	-0.5	2.2*	0.1	3	1.1	-11	8

(continued)
SMILES	MMP13 inh	Her2 expr inh	5HT1E ag	Autofluor 339	S1P3 agonist	S1P1 ag-PAM	Abs 340nm	5-HT1A blocker	HTR1E antagonist
CC(CNCc1ccc2c(c1)OCO2)NCc1ccc2c(c1)OCO2 (configuration not stated)	0	96	-0.8	1	-0.5	-12	1	17	14
CC(C)c1ccc(C2CC(=O)N3CN(C)CSC3=C2C#N)cc1 (configuration not stated)	-1	94	0.5	1	-0.7	-2	1.1	-2	-3
Cc1cccc2cc(COC(=O)c3ccccc3)c(=O)[nH]c12	4	61	-0.8	1.4	-1.0	2	1.1	4	-1
Oc1c(C(c2cccs2)N2CCC3(CC2)OCCO3)sc2ncnn12 (configuration not stated)	3	71	1.3	1.1	-1.3	-3	1.1	-16	-8
O=c1[nH]c2ccccc2nc1Cc1ccccc1	2	113	-0.5	1.6	-0.4	1	1	9	9
CC1CN(CC(O)COc2ccc(C(=O)c3ccccc3)cc2)CC(C)O1 (configuration not stated)	0	121	-0.2	1	-0.2	-4	1	-2	-7
Cc1cc(=O)n(-c2ccc3ccccc3n2)[nH]1	-1	76	-1.2	0.97	0.3	-53	1	-14	-11
Cc1cccc(NC(=O)c2cc(NC(=O)c3ccco3)ccc2N2CCCCC2)c1	-6	132	0.2	3*	-0.3	/	1	8	-5
O/C(=C\Sc1nnc(Cc2ccccc2)o1)c1ccc(Br)cc1	2	127	-0.2	1.1	-0.7	-2	1	9	-3
Cc1ccc2c(c1)NC(=O)C(CC(=O)N(C)Cc1ccccc1)O2 (configuration not stated)	-4	63	0.8	1.1	-0.8	-28	1	-1	-5

Profiles from above. Values in the order: MMP13 inh, Her2 expr inh, 5HT1E ag, Autofluor 339, S1P3 agonist, S1P1 ag-PAM, Abs 340nm, 5-HT1A blocker, HTR1E antagonist
CC1CN(CC(O)COc2ccc(C(=O)c3ccccc3)cc2)CC(C)O1 (configuration not stated) is listed with 0, 121, -0.2, 1, -0.2, -4, 1, -2, -7
CC(C)c1ccc(C2CC(=O)N3CN(C)CSC3=C2C#N)cc1 (configuration not stated) is listed with -1, 94, 0.5, 1, -0.7, -2, 1.1, -2, -3
Cc1ccc2c(c1)NC(=O)C(CC(=O)N(C)Cc1ccccc1)O2 (configuration not stated) is listed with -4, 63, 0.8, 1.1, -0.8, -28, 1, -1, -5
Cc1cc(=O)n(-c2ccc3ccccc3n2)[nH]1 is listed with -1, 76, -1.2, 0.97, 0.3, -53, 1, -14, -11
CC(CNCc1ccc2c(c1)OCO2)NCc1ccc2c(c1)OCO2 (configuration not stated) is listed with 0, 96, -0.8, 1, -0.5, -12, 1, 17, 14

More records follow:
SMILES	MMP13 inh	Her2 expr inh	5HT1E ag	Autofluor 339	S1P3 agonist	S1P1 ag-PAM	Abs 340nm	5-HT1A blocker	HTR1E antagonist
COc1ccc(NC(=O)c2coc3ccccc23)cc1OC	2	110	0.3	1	-0.6	-3	1.1	16	-8
OC(COc1ccc2c(c1)CCC2)CN1CCN(c2ccccc2F)CC1 (configuration not stated)	-1	95	0.7	1.2	-0.5	-9	1.1	44*	-7
CCCCCC(=O)N(CN1C(=O)CCC1=O)c1ccccc1	9	100	-1.0	1	-0.7	-1	0.99	10	-6
Nc1nonc1C(=O)NCCNC(=O)c1cccs1	1	88	-0.7	1.1	-0.6	-18	1	2	-3
Cn1c(=O)c2c(nc(N3CCN(Cc4ccccc4)CC3)n2CCCc2ccccc2)n(C)c1=O	-2	66	0.6	1.1	0.0	-24	1	-27	-13
Cc1cc(C)n(-c2nc3ccccc3nc2N2CCCCCC2)n1	1	67	0.4	1.1	-0.7	21	1	24	7
Cn1c2c(c(=O)n(C)c1=O)CN(CCCN1CCOCC1)CN2	-10	95	-0.4	1.1	-1.1	-15	0.99	-8	0
CN(C(=O)c1ccco1)c1nnc(C23CC4CC(CC(C4)C2)C3)s1	-8	76	0.7	1.1	0.2	-18	0.97	-1	5
Cc1cc(C)cc(OCC(=O)Nc2ccc(N3CCN(S(C)(=O)=O)CC3)cc2)c1	1	93	8.4	1	-0.1	-43	1	-14	2
COc1ccc(C(=O)C(CN2CCOCC2)c2ccccc2)cc1F (configuration not stated)	-1	8	0.2	1.1	-1.3	80	1	76*	39*
CC1CCCC(NC(=O)COC(=O)c2ccc(S(=O)(=O)N3CCOCC3)cc2)C1C (configuration not stated)	2	82	-0.5	0.99	-0.1	-14	1	-12	-8
C=C(C)CSc1nnc(-c2cccc(S(=O)(=O)N(C)C)c2)n1-c1cc(OC)ccc1OC	-4	81	1.1	1	1.1	4	0.98	15	-3
Cc1ccc(S(=O)(=O)N2CCCC(C(=O)NCCc3ccc4c(c3)OCO4)C2)cc1 (configuration not stated)	-7	95	0.3	0.76	0.4	10	1	7	4
Cc1c(NC(=O)c2ccc(Cl)c(S(=O)(=O)N3CCOCC3)c2)c(=O)n(-c2ccccc2)n1C	5	112	-2.0	1.1	-0.8	-10	1	15	-3
CC(C)Oc1ccc(C(CC(=O)O)NC(=O)C2CCCCC2)cc1 (configuration not stated)	-3	101	0.1	1	-1.0	-4	0.99	6	5
CCOCCCNC(=O)C(c1ccccc1)N(Cc1ccc2c(c1)OCO2)C(=O)CNC(C)=O (configuration not stated)	-1	79	-1.4	1.1	/	/	1	-10	7
CC1Cc2ccccc2N1C(=O)COC(=O)C1=COCCO1 (configuration not stated)	-9	100	-0.3	1	-0.4	6	0.99	-3	5
O=C(NCc1cccnc1)c1ccc(CS(=O)(=O)c2ccc(Cl)cc2)o1	6	116	0.1	1.1	-0.9	3	1	1	7
CCc1cccc(NC(=O)CN(C)S(=O)(=O)c2cnc[nH]2)c1	-3	93	0.0	1.1	0.5	8	1	-5	-1
CC1(C)Cn2c(nnc2-c2ccccc2)S1	2	139	0.8	1	0.0	/	1	8	0
CCC1Oc2ccccc2N(CC(=O)Nc2ccccc2OC)C1=O (configuration not stated)	-1	80	-1.0	1	/	/	0.98	4	1
CC(C(=O)OCn1nnc2ccccc2c1=O)N1C(=O)c2ccccc2C1=O (configuration not stated)	4	100	-0.1	1	-0.5	11	1	-3	-1

Three compounds out of the list above, ordered by the number in Autofluor 339, high to low:
SMILES	MMP13 inh	Her2 expr inh	5HT1E ag	Autofluor 339	S1P3 agonist	S1P1 ag-PAM	Abs 340nm	5-HT1A blocker	HTR1E antagonist
O=C(NCc1cccnc1)c1ccc(CS(=O)(=O)c2ccc(Cl)cc2)o1	6	116	0.1	1.1	-0.9	3	1	1	7
CC1(C)Cn2c(nnc2-c2ccccc2)S1	2	139	0.8	1	0.0	/	1	8	0
Cc1ccc(S(=O)(=O)N2CCCC(C(=O)NCCc3ccc4c(c3)OCO4)C2)cc1 (configuration not stated)	-7	95	0.3	0.76	0.4	10	1	7	4
